Compound activity from PubChem.
PMI act hi M6P: PMI (human) activation, high substrate. P34949. coupled PMI enzyme assay, resazurin fluorescence, 20 min; active compounds read high; 1 = untreated enzyme, 0 = substrate-free blank. activation factor at 20 µM. actives 0.34% (n = 190,000). AID 1216;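 active = activation factor of 2 or more at 20 µM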
Target sequence (P34949 whole entry, looked up): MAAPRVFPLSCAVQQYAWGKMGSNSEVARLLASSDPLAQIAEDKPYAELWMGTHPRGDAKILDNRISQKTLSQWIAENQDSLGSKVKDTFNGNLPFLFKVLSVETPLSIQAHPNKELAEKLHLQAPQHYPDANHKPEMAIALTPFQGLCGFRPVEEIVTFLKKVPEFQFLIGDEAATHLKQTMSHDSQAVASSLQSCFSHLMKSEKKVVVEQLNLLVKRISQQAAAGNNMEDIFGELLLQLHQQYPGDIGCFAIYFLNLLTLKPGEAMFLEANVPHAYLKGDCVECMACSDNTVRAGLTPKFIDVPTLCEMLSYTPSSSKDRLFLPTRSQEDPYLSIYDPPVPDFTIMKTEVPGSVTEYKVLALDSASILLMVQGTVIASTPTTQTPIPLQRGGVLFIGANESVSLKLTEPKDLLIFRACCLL
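Test system: human phosphomannose isomerase with PGI, G6PDH, diaphorase coupling enzymes; amount: 15 ng/mL PMI; incubation: enzyme reaction with compound 20 min at room temperature; technique: resorufin fluorescence (Ex 544/Em 590 nm) from resazurin via diaphorase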
S1P3 antagonist: S1P3 (human) receptor antagonism; AID 485; actives 0.27% (n = 170,000); inhibition, % at 4.98 µM; Q99500; CHO S1P3 NFAT-BLA reporter, FRET fluorescence, antagonist mode;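 active = inhibition above the plate cutoff, the mean inhibition of test wells on that plate plus 3 SD, cut at about 28% in these data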;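 note: cells challenged with S1P at its EC80 of 0.8 µM; blue over green emission ratio from cleaved BLA substrate after 4 h stimulation; 0% = S1P-stimulated wells and 100% = unstimulated DMSO-only wells; some compounds past the cut are filed as inactive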
Target sequence (Q99500 whole entry, looked up): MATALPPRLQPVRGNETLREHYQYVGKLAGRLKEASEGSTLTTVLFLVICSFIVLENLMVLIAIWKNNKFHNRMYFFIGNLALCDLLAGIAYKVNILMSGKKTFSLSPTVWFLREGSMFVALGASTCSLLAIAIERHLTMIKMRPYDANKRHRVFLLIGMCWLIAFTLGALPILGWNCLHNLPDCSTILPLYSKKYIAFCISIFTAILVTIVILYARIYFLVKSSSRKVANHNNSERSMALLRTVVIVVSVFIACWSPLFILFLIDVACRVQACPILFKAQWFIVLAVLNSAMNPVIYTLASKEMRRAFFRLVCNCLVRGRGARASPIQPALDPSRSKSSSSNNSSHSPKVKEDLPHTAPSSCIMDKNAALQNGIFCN
TNAP inh noacc: inhibitors of human TNAP without phosphate acceptor; purified TNAP, CDP-star luminescence, 30 min; inhibition, % at 20 µM; actives 0.26% (n = 200,000); AID 1012;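 active = tissue-nonspecific alkaline phosphatase inhibition above about 50% at 20 µM in the single-dose screen, limit read from the data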;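 note: 0% = DMSO negative control and 100% = EDTA positive control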
TNAP inh hiacc: TNAP (human) inhibition, high acceptor; inhibition, % at 20 µM; AID 1135; purified TNAP, CDP-star luminescence, 1 M DEA; actives 0.03% (n = 200,000);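 active = over 50% inhibition of tissue-nonspecific alkaline phosphatase at 20 µM in the single-dose screen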;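 note: plate controls were DMSO wells for no effect and EDTA-quenched wells as full inhibition for full effect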
RAM network inh: blocks the yeast RAM network | actives 1.8% (n = 190,000) | AID 868 | S. cerevisiae dse1pr::URA3 reporter, 5-FOA growth OD615, 2 d; analog-sensitive cbk1-as2 kinase mutant strain | inhibition, % at 50 µM;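 active = inhibition above a set limit, 3 SD over mean compound inhibition, cut at about 8.4% in these data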;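 note: 0% = DMSO-only wells with no growth and 100% = 10 µM 1-NA-PP1 full growth; inhibition rescues growth on 5-FOA so higher OD means more RAM inhibition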
HMGR II inh: blocks class II HMG-CoA reductase of Enterococcus faecalis | purified E. faecalis HMGR, NADPH absorbance 340 nm kinetic | AID 1066 | inhibition, % at 10 µM | actives 0.41% (n = 190,000);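 active = inhibition above a set limit, the median over all tested compounds plus 3 SD, cut at about 9.5% in these data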;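 note: enzyme runs in reverse so mevalonate oxidation gives rising NADPH absorbance; 0% = complete reaction with DMSO and 100% = background rate lacking mevalonate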
PMI activator: activators of human phosphomannose isomerase; P34949; purified human PMI, coupled resazurin fluorescence, 20 min; active compounds read high; 1 = vehicle control, 0 substrate-free wells; activation factor at 20 µM; actives 0.005% (n = 190,000); AID 1214;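 active = activation factor of 2 or more at 20 µM, relative to plate controls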
Hsp70 activator: Hsp70 transcriptional activation, primary screen. actives 0.04% (n = 200,000). AID 1203. activation, % at 10 µM. HeLa Hsp70 promoter luciferase reporter, luminescence; scaled: vehicle 0, proteasome-inhibitor control 100%;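 active = activation above the mean across all tested compounds plus 3 SD, cutoff set per campaign, cut at about 5.5% in these data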;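 note: 100% = MG132 at 30 µM as the positive control and 0% = DMSO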
DTT redox prof: compounds producing H2O2 with reducing agent – biochemical, NIH compound library profiling, artefact control for MLSCN library redox annotation, primary screen | actives 0.03% (n = 200,000) | DTT-dependent redox cycling H2O2, phenol red/HRP absorbance; 100% = 100 µM peroxide control, 0% = buffer | AID 878 | activation, % at 10 µM;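 active = activation of at least 50% relative to the plate's high and low controls in the primary single-dose screen; inactive = activation below 50%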;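 note: compound incubated with DTT at 0.8 mM final as the reducing agent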
Lmaj promast: inhibitors of Leishmania major promastigote growth | actives 9% (n = 200,000) | Leishmania major promastigotes, resazurin fluorescence viability | AID 1063 | inhibition, % at 10 µM; in the data active = inhibition above about 50%;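 note: promastigotes grown with compound for 44 hours at 28 °C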
Numbers without * were called inactive; x = not tested or not shown.

Below each SMILES – PMI act hi M6P	S1P3 antagonist	TNAP inh noacc	TNAP inh hiacc	RAM network inh	HMGR II inh	PMI activator	Hsp70 activator	DTT redox prof	Lmaj promast
- CCc1c(C)nc(SCC(=O)Nc2ccc(Br)cc2)[nH]c1=O
    1	-13	-5	-10	4.5	-1	1	0.0	-0.8	-10
- Cc1ccc(NC(=O)c2ccc(CSc3nnc(-c4ccncc4)n3C)cc2)c(C)c1
    0.9	x	-8	-5	3.8	-6	0.9	0.1	-8.9	-2
- CCCn1c(=O)c(Cc2ccccc2)c(O)c2ccccc21
    0.8	-41	-11	-5	4.3	-4	0.9	-0.1	-2.7	-7
- CCS(=O)(=O)NC(C)C(c1cccs1)N1CCN(c2ccc(OC)cc2)CC1 (centres undefined)
    0.8	-1	-9	1	-0.4	4	0.9	-0.3	-0.1	-2
- CN1CCN(c2nc3ccccc3nc2C(C#N)C(=O)OC2CCCCC2)CC1 (centres undefined)
    1	-13	1	5	1.6	-1	1	-0.2	3.0	90*
- COc1ccc(N2CCN(C(=O)CCCSc3nc4ccccc4[nH]3)CC2)cc1
    0.9	x	2	-2	1.4	-2	0.8	0.0	-17	3
- O=C(CCn1c(=O)oc2ccccc21)NCCCN1CCCC1=O
    0.9	3	-13	-6	-0.9	-7	0.9	0.1	-2.9	-7
- Cc1ccc(C(=O)NCCc2cccs2)cc1
    1.1	-3	-33	-3	-0.7	-9	1	-0.2	0.2	6
- COc1ccc(C(=O)NCCSCc2ccccc2C)cc1
    1	x	-11	-4	0.0	-1	1	0.3	3.1	24
- Cc1cccc(-c2nnn(CC/C(N)=N/O)n2)c1
    1	-4	-2	6	-0.1	-1	0.9	0.2	2.8	-6
- Cc1cc(C)n2nc3nc(N4CCCCC4)nc(-c4ccco4)c3c2n1
    1.2	-2	-16	-4	-0.5	-5	1.1	x	x	x
- COc1ccc(CN2CCOCC2)cc1
    1.1	x	-6	-5	0.4	-2	1	-0.2	-12	2
- CN(C1CCCCC1)S(=O)(=O)c1ccc2c(c1)c(=O)c(C(=O)NCCCN1CCCC1)cn2C
    0.8	-32	-2	-6	2.4	-4	0.9	0.3	-0.8	-4
- Cc1ccc(/C=C/c2nnc(-c3ccccc3)o2)cc1
    0.9	x	-8	-5	0.7	2	0.9	0.1	-7.2	-5
- CCn1c(SCc2ccccc2)nc2c(c1=O)SCC2
    1	-17	-14	-4	0.7	-3	1	-0.2	-0.3	-1
- Cc1ccc(S(=O)(=O)NCCC(=O)Nc2nnc(C3CC3)s2)cc1C
    1.1	-6	-6	-3	0.1	-1	1	-0.3	0.1	3
- Cc1cccc(N(CC(=O)NC2CCCC2)C(=O)c2cc3cc4cccc(C)c4nc3s2)c1C
    0.9	x	-1	-3	6.5	-3	0.9	-0.4	3.1	43
- Cc1nc2ccc(F)cc2cc1C(=O)Nc1ccc(Cl)c(Cl)c1
    0.9	-15	-20	2	2.3	-8	0.8	-0.2	0.7	-3
- COc1ccc(/C=N/N2CCN(C)CC2)c(OC)c1OC
    1	-1	-10	-4	1.7	1	1	0.4	-0.1	-4
- COC(=O)CCC(=O)Nc1nc(-c2ccccc2)cs1
    x	-8	x	x	x	x	x	-0.3	-0.6	-6
- O=C(NN1C(=O)c2ccccc2C1=O)c1ccncc1
    1.1	-18	-4	-4	1.2	-3	1.2	-0.2	-1.8	8
- CCOC(=O)C1C(=O)C=C(c2ccc([N+](=O)[O-])cc2)CC1c1ccccc1 (centres undefined)
    0.8	x	10	-1	4.8	2	0.8	0.0	-3.5	6
- Cn1c(-c2ccccc2)cnc1SCC(N)=O
    1	-18	2	-7	1.4	-6	1	-0.4	2.8	-5
- COC(=O)[C@@]1(Cc2ccc(OC)cc2)[C@H]2c3cc(C(=O)N4CCCC4)n(CCN4CCNC4=O)c3C[C@H]2CN1C(=O)c1ccccc1
    0.9	-3	-4	2	0.7	-2	0.9	-0.2	-0.3	0
- CCCCN(CC)C(=O)/C=C/c1cccc([N+](=O)[O-])c1
    0.9	x	-3	-3	2.2	-3	0.9	0.0	2.0	-3
- CCC(C)NC(=O)c1ccc(NC(=O)C2CCCO2)cc1 (centres undefined)
    1	x	5	1	1.4	-8	1	0.5	-1.9	-5
- Cc1ccc(C(=O)CNc2cccc([N+](=O)[O-])c2)cc1
    1	5	-4	4	1.1	2	1.1	1.0	-0.4	-9
- COC(=O)c1cn(NC(=O)CCC2CCCC2)c(=O)c2ccccc12
    1	x	-14	-6	2.8	-5	1	-0.5	0.1	0
- O=C(NNc1ccccn1)c1ccccc1CC[N+](=O)[O-]
    0.9	-1	-19	-8	-0.1	-1	1	0.0	0.1	-2
- COc1cccc(NC(=O)C(OC(=O)c2ccccc2NS(=O)(=O)c2cccs2)c2ccccc2)c1 (centres undefined)
    0.9	-8	-10	3	5.6	-9	0.9	-0.2	0.1	11
- CCOC(=O)/C(C#N)=C1/C=C(C)c2ccccc2N1
    1	-2	-23	-6	1.8	-9	0.9	-0.1	-0.1	-2
- CC(C)CC(NS(=O)(=O)c1ccc2c(c1)oc(=O)n2C)C(=O)N1CC=C(c2ccccc2)CC1 (centres undefined)
    0.8	7	-7	-3	1.1	1	0.9	0.2	-1.3	86*
- CCCCN1C(=O)c2ccc(C(=O)NC3=NCCS3)cc2C1=O
    0.9	38	-8	-4	0.2	0	0.9	-0.1	-0.1	2
- CS(=O)(=O)N(CC(=O)N1CCCC1)c1ccc2c(c1)OCCO2
    1	x	-10	2	1.7	5	1	-0.4	0.2	4
- Cc1cccc(-n2nnc(C(=O)NCc3ccccn3)c2N)c1
    0.9	33	-4	4	1.2	-2	0.9	0.2	2.0	-6
- Cc1ccc(NC(=O)CCc2ccc(S(=O)(=O)N3CCOCC3)cc2)c(C)c1
    1	x	-21	0	1.1	15*	1	-0.3	0.1	-2
- COC(=O)Cc1ccc(NC(=O)C(c2ccccc2)c2ccccc2)cc1
    0.9	0	-11	-5	1.3	-1	1	0.0	-0.4	-6
- CC(C)C(=O)Nc1ccnc(-c2cccnc2)n1
    1	x	-3	2	0.5	-8	1	-0.3	-0.6	4
- COc1ccccc1NCC(O)COc1ccc(C(C)(C)C)cc1 (centres undefined)
    0.8	-6	-14	-8	-1.5	-6	0.9	-0.3	-0.1	-6
- Cc1ccc(C)c(-c2nn(-c3cc(N4CCN(CCO)CC4)ccc3[N+](=O)[O-])c(=O)c3ccccc23)c1
    0.9	x	3	5	2.3	-2	0.9	-0.1	-4.7	42
- COc1ccc(C2C(C(=O)NCCCN3CCOCC3)c3ccccc3C(=O)N2c2ccc(OC)cc2)cc1 (centres undefined)
    1	-8	-18	-8	0.4	-2	1	-0.2	0.5	13
- COc1ccc(C(=O)/C=C/c2ccccc2)c(OC)c1
    1	18	-10	-7	-0.8	2	0.9	0.4	0.0	66*
- Cc1nnc(SCCn2c(N(C)Cc3ccccc3)nc3c2c(=O)n(C)c(=O)n3C)s1
    x	-18	x	x	x	x	x	-0.2	0.2	18
- Cc1cccc(C)c1-n1c(C)cc(/C=N\NC(=O)CC(=O)NC2CCCCC2)c1C
    1	-18	-24	-6	0.4	-5	0.9	-0.3	0.3	4
- CC(C)n1nnnc1SCC(=O)c1ccc2c(c1)OCCO2
    0.9	x	-10	-7	2.1	-3	0.9	0.3	-4.2	-4
- CCn1cc(C(=O)N2CCN(c3ccc(OC)cc3)CC2)c2cc(OC)c(OC)cc2c1=O
    1.1	-12	-19	-4	2.8	-1	1	-0.2	-1.4	-2
- O=C(O)c1ccnc(Cl)c1
    1	10	4	3	1.2	1	0.9	-0.1	-0.4	0
- COc1cc(S(=O)(=O)Nc2ccc(Br)cc2)ccc1N
    1	-14	-5	1	4.2	4	1.1	-0.4	0.6	-1
- O=C(NCc1ccco1)c1scc2c1OCCO2
    0.9	2	-14	-6	-0.1	-5	1	-0.1	0.2	-4
- NC(=O)COc1ccc(=O)n(-c2ccccc2)n1
    1.1	10	-14	-7	0.2	-6	1.1	-0.2	-1.1	-6
- Cc1ccc(C(=O)/C=C/NCc2ccc(F)cc2)cc1
    0.9	3	-11	3	2.7	-4	0.8	-0.1	-0.4	-5
- Cc1cccc(CSc2nc3c(c(=O)[nH]2)CCCC3)c1
    1	-5	-6	-2	6.9	-4	1.1	0.1	-0.2	-7
- Cc1ccc(Nc2ccc(C(F)(F)F)cc2[N+](=O)[O-])cc1
    0.9	-17	7	9	6.6	-4	0.9	-0.3	-0.1	33
- Cc1ccc(CNC(=O)CSCc2ccccc2F)cc1
    1	-9	-10	-5	1.2	-8	1	-0.2	0.1	-1
- Cc1nn(C(C)C(=O)O)c(C)c1[N+](=O)[O-] (centres undefined)
    1.1	-12	-10	-6	1.6	4	1.1	-0.3	-0.5	16
- Cc1csc(-c2cnn(-c3ccccc3)c2NC(=O)c2ccccc2)n1
    1.1	2	-13	-6	0.7	-2	1	-0.4	1.3	11
- CCOc1cc(NC(=S)N2CCC(C(N)=O)CC2)c(C(=O)OC)cc1OCC
    0.9	3	-6	-2	2.6	-2	1	-0.1	-0.6	-6
- COc1ccc2[nH]c(=O)c(CN(CC3CCCO3)C(=O)Nc3ccccc3OC)cc2c1 (centres undefined)
    0.9	-24	-9	-5	7.6	0	0.9	-0.2	1.3	11
- COc1ccc(C(C)n2c(C)c3c(C)nnc(C)c3c2C)cc1 (centres undefined)
    0.8	x	-1	5	0.9	-5	0.9	-0.3	1.4	6
- O=C(CCCOc1ccccc1)N1CCN(S(=O)(=O)c2cccs2)CC1
    1	x	-16	-2	2.9	-4	1	-0.1	-1.4	-3

Later entries:
Below each SMILES – PMI act hi M6P	S1P3 antagonist	TNAP inh noacc	TNAP inh hiacc	RAM network inh	HMGR II inh	PMI activator	Hsp70 activator	DTT redox prof	Lmaj promast
- CC(C)NC(=O)C1CCN(C2CCN(C(=O)C3=CCCC3)CC2)CC1
    1	6	-9	-4	-0.8	-5	0.9	0.0	-1.5	-2
- CC(C)c1ccc(NC(=S)NCc2ccc3c(c2)OCO3)cc1
    0.9	-3	-17	-1	5.3	-4	0.9	0.3	-0.1	-4
- COc1ccc(-c2nnc(SCc3csc(N)n3)n2C)cc1
    0.9	-21	-8	-6	2.2	-2	1	-0.2	-2.2	-10
- COc1ccc(N(CC(=O)N2CCc3ccccc3C2)S(C)(=O)=O)cc1OC
    1	x	-4	-7	0.7	2	0.9	-0.2	-0.2	1
- CC(C)(C)C(=O)Nc1ccccc1C(=O)N1CCCC1
    0.9	x	-5	2	1.7	-6	0.9	-0.4	2.8	-3
- CCNc1nc(NCC)nc(SCCOc2ccc(C)cc2)n1
    0.9	-2	-4	-4	-0.9	-1	0.9	-0.6	0.7	22
- O=C(NC1CCCCCC1)C(=S)NCc1ccccc1
    1.1	0	-19	2	3.7	-5	1	-0.3	0.0	-3

This is a random part of the collection. About 12% of those tested had a hit in this group.
